NLRP3 yeast inh – NALP3 inflammasome inhibitors in reconstituted yeast, primary screen, luminescence, uHTS. inhibition, % at 10 µM. hit rate 0.39% among 330,000. Yeast reconstituted NLRP3/ASC/caspase-1, beta-gal luminescence, 24 h;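 active = inhibition of 50% or more; inactive = inhibition below 50%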;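 also: plate controls were induced DMSO wells for no effect and uninduced yeast grown without galactose for full effect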
A3A deaminase – APOBEC3A ssDNA deaminase inhibitors, primary screen, selectivity assay for APOBEC3G inhibitor project, biochemical, FAM/TAMRA oligo cleavage fluorescence | DNA dC->dU-editing enzyme APOBEC-3A (Homo sapiens), P31941 | recombinant A3A, FAM/TAMRA ssDNA deamination fluorescence | inhibition, % at 20 µM | hit rate 0.41% among 330,000;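 active = at least 40% inhibition at 20 µM here, with at most 30% in a related deaminase screen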;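 also: plate controls were A3A with DMSO for no effect and wells lacking A3A enzyme for full effect; some results filed as inactive read as strong as hits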
mIAP inh – inhibitors of mouse IAP, primary screen, biochemical, luminescence, uHTS; purified mouse IAP, CDP-Star luminescence, 30 min; inhibition, % at 10 µM; hit rate 0.2% among 330,000; AID 2806, 2010;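 active = inhibition of at least 40% at 10 µM in the primary screen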;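 also: plate controls were DMSO with enzyme for no effect and no enzyme wells for full effect; values of inactives mirror those of a sister screen read the other way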
SENP1 FRET inh – human SENP1 catalytic domain inhibitors, primary screen, biochemical, FRET, uHTS; recombinant SENP1 catalytic domain, CyPet-SUMO1-YPet FRET cleavage; AID 624204, 2012; hit rate 0.21% among 360,000; inhibition, % at 10 µM;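 active = inhibition at least 30% at 10 µM, raw YFP signal under a set limit, fluorescence ratio 0.5 to 1.5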;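 also: 0% = enzyme with DMSO and 100% = no enzyme wells; some results filed as inactive read as strong as hits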
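Test system: recombinant human SENP1 catalytic domain, His6-tagged / Medium: pH 8 Tris buffer with EDTA, NaCl, BME, BSA, NP40, catalase / Also added: SUMO1 FRET substrate flanked by Cypet and Ypet, 25 nM / Times: 50 min reaction at room temperature / Signal: FRET, CFP and YFP emission / Control set: no-enzyme low control and enzyme-plus-DMSO high control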
hIAP act – human IAP activators, primary screen, biochemical, luminescence, uHTS; Intestinal-type alkaline phosphatase (Homo sapiens), P09923; purified human IAP, CDP-Star luminescence, 30 min; active compounds read high; 1 = vehicle-only enzyme, 0 = enzyme-free background; activation factor at 10 µM; hit rate 0.16% among 330,000; AID 2524, 2010;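 active = activation factor of the enzyme at least 2-fold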; also: the source names both 10 and 20 µM as test concentration; values of inactives mirror those of a sister screen read the other way
Target sequence (P09923 whole entry, looked up): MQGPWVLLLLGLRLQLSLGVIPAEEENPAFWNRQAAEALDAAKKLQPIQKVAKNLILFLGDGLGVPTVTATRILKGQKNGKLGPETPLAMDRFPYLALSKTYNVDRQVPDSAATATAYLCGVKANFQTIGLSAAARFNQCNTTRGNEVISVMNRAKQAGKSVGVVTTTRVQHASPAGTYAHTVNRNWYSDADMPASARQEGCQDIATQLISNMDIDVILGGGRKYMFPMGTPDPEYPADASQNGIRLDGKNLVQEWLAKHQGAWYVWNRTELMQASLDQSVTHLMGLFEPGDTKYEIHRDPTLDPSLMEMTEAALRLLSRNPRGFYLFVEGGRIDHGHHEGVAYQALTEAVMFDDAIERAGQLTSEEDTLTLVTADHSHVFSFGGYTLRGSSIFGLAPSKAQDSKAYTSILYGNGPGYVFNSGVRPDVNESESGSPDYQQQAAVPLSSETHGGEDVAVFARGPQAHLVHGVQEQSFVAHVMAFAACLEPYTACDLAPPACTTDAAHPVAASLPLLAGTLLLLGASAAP
hIAP block – human IAP inhibitors, primary screen, biochemical, luminescence, uHTS; inhibition, % at 10 µM; purified IAP, CDP-Star luminescence, 30 min; hit rate 0.12% among 330,000; Intestinal-type alkaline phosphatase (Homo sapiens), P09923; AID 2544, 2010;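 active = inhibition reaching a set limit with compound at 10 µM in the primary screen, cut at about 35% in these data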;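 also: plate controls were DMSO wells with enzyme for no effect and no-enzyme buffer wells for full effect; values of inactives mirror those of a sister screen read the other way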
mIAP act – activators of mouse IAP, primary screen, biochemical, luminescence, uHTS. hit rate 0.24% among 330,000. AID 2805, 2010. activation factor at 10 µM. muIAP, CDP-Star luminescence, 30 min; active compounds read high; 1 = vehicle-only enzyme signal, 0 = enzyme-free wells;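 active = activation factor of at least 2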; also: the source names both 10 and 20 µM as test concentration; values of inactives mirror those of a sister screen read the other way
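Assay system: mouse IAP enzyme; Reagent: CDP-Star chemiluminescent phosphatase substrate; Compound: DMSO-dissolved test compounds; Incubation: 30 min, room temperature; Technique: luminescence from enzymatic CDP-Star hydrolysis; Controls: DMSO-only wells and no-enzyme negative control.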
A3G deaminase – APOBEC3G DNA deaminase inhibitors, primary screen, biochemical, fluorescence, single-stranded DNA substrate, uHTS | DNA dC->dU-editing enzyme APOBEC-3G (Homo sapiens), Q9HC16 | recombinant A3G, ssDNA deamination FAM/TAMRA fluorescence | inhibition, % at 20 µM | hit rate 0.28% among 330,000;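 active = inhibition of at least 40% at 20 µM, with no more than 30% in the related APOBEC3A deaminase screen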;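 also: plate controls were DMSO wells with A3G for no effect and wells lacking A3G enzyme for full effect; some compounds called inactive have numbers as strong as hits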
Target sequence (Q9HC16 whole entry, looked up): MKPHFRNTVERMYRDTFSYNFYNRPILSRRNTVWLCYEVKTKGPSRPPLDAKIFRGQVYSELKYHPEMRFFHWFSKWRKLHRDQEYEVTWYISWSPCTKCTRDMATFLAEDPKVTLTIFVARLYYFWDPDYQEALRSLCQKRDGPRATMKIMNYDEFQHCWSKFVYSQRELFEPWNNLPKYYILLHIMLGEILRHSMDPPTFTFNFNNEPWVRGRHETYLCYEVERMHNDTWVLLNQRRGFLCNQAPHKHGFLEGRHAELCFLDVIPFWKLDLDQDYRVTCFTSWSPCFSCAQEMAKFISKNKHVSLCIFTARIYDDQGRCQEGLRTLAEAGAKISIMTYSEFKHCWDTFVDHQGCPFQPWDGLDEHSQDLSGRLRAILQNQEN
beta cell repl – inducers of MIN6 beta-cell proliferation, primary screen, ATP luminescence, uHTS; proliferation, % at 10 µM; MIN6 cells proliferation, ATPlite luminescence, 48 h; cells starved in 0.2% serum; 100% = growth in 10% serum; hit rate 0.29% among 330,000; AID 2380, 2010;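 active = compounds whose signal lies at least 3.5 SD above the mean of all wells on their plate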;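 also: 0% = DMSO-treated cells in low-serum medium and 100% = 10% serum control; some compounds called inactive have numbers as strong as hits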
* = called active by the depositor; · = no result given. Only part of the results is shown; count on the stated rates, not on these rows.

Sequence of screens – NLRP3 yeast inh	A3A deaminase	mIAP inh	SENP1 FRET inh	hIAP act	hIAP block	mIAP act	A3G deaminase	beta cell repl
CC(OC(=O)C1CCN(S(=O)(=O)c2ccc(Cl)cc2)CC1)C(=O)NC1CCCCC1C (stereo not given)
    20	-2	5	2	1.1	-8	0.95	-1	-1
O=C(Nc1cc(Cl)ccc1-n1cncn1)c1ccco1
    14	22	0	-2	0.98	2	1	-8	0
CC1CCCCC1NC(=O)c1ccc(S(=O)(=O)NNC(=O)c2ccncc2)cc1 (stereo not given)
    -7	-3	0	0	1.1	-10	1	-3	-5
CN(C)CCN(C(=O)c1cccs1)c1nc2cc3c(cc2s1)OCCO3
    0	-2	-4	-1	1	0	1	-2	-4
CCN1CCN(c2ncc(C(=O)N3CCCc4ccccc43)c3ccccc23)CC1
    6	-1	-7	0	1.2	-18	1.1	-7	-4
O=C(COc1c(Cl)cccc1Cl)NN1C(=O)CSC1=S
    15	1	22	0	1	-1	0.78	1	1
C/C(=N\NC(=S)Nc1ccc(F)cc1)c1ccc2c(c1)OCCO2
    22	-1	-1	2	1.1	-12	1	-3	-4
COc1ccccc1C(=O)NCCC(=O)N(C)Cc1cccs1
    7	0	2	-1	1.1	-10	0.98	-8	-1
COc1ccc(NC(C)C(=O)N/N=C/c2cc(Br)ccc2OC)cc1 (stereo not given)
    8	-1	6	4	0.95	5	0.94	-6	4
NC(=O)CNCCC(c1ccccc1)c1ccccc1
    17	-2	3	1	1.1	-8	0.97	-4	2
CC(C)(C)c1ccc(C(=O)NCCC(=O)NNC(=O)COc2ccc(F)cc2)cc1
    13	-3	1	2	1.6	-65	0.99	-7	-1
Fc1ccccc1CNC(=S)NC1CCCCC1
    30	-1	-22	1	1	-2	1.2	-8	-3
Cn1c(=O)c2c(nc(CN3CCN(C(=O)c4ccco4)CC3)n2Cc2ccccc2F)n(C)c1=O
    13	-4	2	-3	1.1	-10	0.98	-3	7
O=C(C1CCC1)N1CCc2cc(S(=O)(=O)N3CCc4ccccc4C3)ccc21
    8	0	-3	·	0.85	15	1	-2	-1
COc1cc(C)ccc1N(CCCN1C(=O)c2cccc3cccc(c23)C1=O)C(=O)c1cccs1
    4	1	13	2	1.1	-5	0.87	-4	0
Cc1cc2c3c(c1)C1(C(=O)N3C(C)(C)CC2C)C(C#N)=C(N)OC2=C1C(=O)CC(C)(C)C2 (stereo not given)
    2	4	7	0	1.3	-30	0.93	-3	-2
CCc1ccc(C2(C)SC(NC(C)=O)=NN2C(C)=O)cc1 (stereo not given)
    -11	0	12	1	0.99	1	0.88	2	4
CCC(Oc1ccccc1)C(=O)NC1C(=O)N2C1SC(C)(C)C2C(=O)O (stereo not given)
    1	1	7	2	1.1	-10	0.93	-1	-2
O=C(O)C1CCCCC1C(=O)NCc1ccccn1 (stereo not given)
    -12	4	15	1	1.1	-9	0.85	19	1
CCOCc1nnc(NC(=O)C2CC(=O)N(C3CCCC3)C2)s1 (stereo not given)
    12	-4	-1	1	0.73	27	1	-10	-1
O=S(=O)(O)c1nc2ccccc2[nH]1
    8	3	-7	2	0.94	6	1.1	-2	0
Clc1ccc(-c2nnc(SCc3nc4ccccc4[nH]3)o2)c(Cl)c1
    -1	-3	6	8	1.2	-19	0.94	-3	-2
CCCCNC(=O)N(c1c(N)n(Cc2ccccc2)c(=O)[nH]c1=O)C1CCCC1
    -3	0	3	-4	1.1	-6	0.97	-12	0
O=C(O)CC1COc2ccccc2N1C(=O)c1ccccc1Cl (stereo not given)
    6	-2	6	2	1.2	-18	0.94	-3	-2
CN(CCCC(=O)Nc1ccccc1F)S(=O)(=O)c1ccc(F)cc1
    22	-3	-4	3	1.1	-11	1	-10	-1
CCOc1ccccc1OCCn1nc2ccccc2n1
    28	1	-5	-1	0.86	14	1.1	-4	0
Cc1[nH]n2c(=O)c3c(nc2c1-c1ccccc1)CCCC3
    11	-2	8	2	0.95	5	0.92	-4	-2
COc1ccc(-c2nnc(-c3ccc(Br)o3)o2)cc1OC
    28	-2	1	3	0.72	28	0.99	-6	7.2*
CCN1C(=NCc2ccc(OC)cc2)N[C@@H](c2ccccc2)[C@H](C(=O)OC)[C@H]1C
    13	41*	-7	2	0.82	18	1.1	8	4
CC1Cc2cc(/C=C3/SC(N4CCC(C(N)=O)CC4)=NC3=O)ccc2O1 (stereo not given)
    -8	-5	-3	-5	1.1	-6	1	-5	-4
COc1cc(NS(=O)(=O)c2ccc(NC(=S)NC(=O)c3sc4cc(F)ccc4c3Cl)cc2)nc(OC)n1
    -2	-5	13	-10	1	-3	0.87	-6	-2
NC(=S)N/N=C/c1ccccc1
    1	0	7	1	1.1	-10	0.93	-3	-2
Cc1cccc(N2CCN(C(=O)Cn3cccc3)CC2)c1C
    18	-3	2	3	0.94	6	0.98	-8	-2
CCCCC#Cc1cncc(C(=O)NN)c1
    5	1	16	4	0.98	2	0.84	-2	-4
COCCOC(=O)C1=C(C)NC(=O)NC1c1cn(-c2ccccc2)nc1-c1cccs1 (stereo not given)
    14	-2	1	0	1.2	-16	0.99	-1	-4
CCOC(=O)C1CCN(C=Nc2cc(C)on2)CC1
    0	0	-3	0	1.2	-16	1	2	-2
O=C(CSc1nnc(-c2cccs2)n1-c1ccccc1)Nc1ccccc1
    10	-3	5	-2	1.1	-13	0.95	-6	-4
O=C(Oc1c(-c2ccccc2)c(=O)n2c3c(cccc13)CC2)c1ccccc1
    -25	-2	7	3	1	-2	0.93	-6	-3
CN1CCN(c2ccc(NC(=O)c3cccs3)cc2)CC1
    18	-4	11	3	0.96	4	0.89	-5	-2
Cc1cccc(OCc2nnc(SCC(=O)N3CCCC3)n2C)c1
    -3	-4	1	1	0.94	6	0.99	-6	0
S=C(Nc1cccnc1)N1CCc2ccccc21
    19	-2	5	1	1.1	-7	0.95	-4	-2
Cc1cccc(C(=O)N2CCCN(C(=O)c3cccc(C)c3)CC2)c1
    12	-5	-1	3	1.2	-20	1	-9	-3
Cc1ccc(SCCC(=O)NC(C)C)cc1
    3	-2	3	7	0.92	8	0.97	-7	-2
O=C(CSc1nc2[nH]ncc2c(=O)[nH]1)Nc1ccccc1F
    2	-1	0	2	1.1	-6	0.99	-7	1
COc1ccccc1Nc1nc(NCc2ccco2)nc(N)c1[N+](=O)[O-]
    19	2	12	2	0.84	16	0.88	9	2
CCCc1cc(=O)oc2cc(O[C@@H]3O[C@H](CO)[C@@H](O)[C@H](O)[C@H]3O)ccc12
    5	-4	4	1	1	-3	0.96	-6	-3
Oc1ccccc1C1=NOC(O)(C(F)F)C1 (stereo not given)
    -15	3	-7	0	0.91	9	1.1	1	-4
O=S(=O)(NCc1ccccc1)c1cnc[nH]1
    6	-4	2	0	0.99	1	0.98	-5	-3
O=C(CCc1ccccc1)N=C1SC2CS(=O)(=O)CC2N1c1cccc(F)c1 (stereo not given)
    8	2	7	4	0.79	21	0.93	5	-2
C/C(=N\NC(=O)c1c(Cl)c(C)nn1C)c1cccc(NC(=O)C2CCCC2)c1
    -2	3	-2	2	0.82	18	1	-3	1
Nc1c(Cl)ncnc1NCCO
    1	-4	3	-3	0.83	16	0.97	-10	-2
COc1ccc(-n2c(SCC(=O)C(C)(C)C)nc3ccsc3c2=O)cc1
    -16	0	10	4	1	-5	0.9	-3	-1
O=C1CC(c2ccco2)Cc2c1cnn2-c1nc2ccccc2s1 (stereo not given)
    -8	-4	16	-1	0.76	24	0.84	-8	-1
CCn1c(SCC(=O)Nc2ccc(OC)c(OC)c2)nc2c(c1=O)SCC2
    -2	1	2	2	1.2	-20	0.98	4	-2
CN(C(=O)COC(=O)c1cc2c(s1)CCCCC2)c1ccccc1
    3	-3	-6	1	0.97	2	1.1	-12	3
CC1Cc2cccc3c(O)c(C(=O)c4nn[nH]n4)c(=O)n1c23 (stereo not given)
    -1	-5	-2	-9	1	0	1	-4	0
O=[N+]([O-])c1ccc(-n2cnc3ccccc32)c([N+](=O)[O-])c1
    20	1	-1	-3	0.84	16	1	-4	-2
COc1ccc(Cl)cc1C(=O)OCC(=O)N(C)CC(=O)Nc1ccc(F)cc1
    6	0	3	3	1	-3	0.97	-11	6
O=C(COc1ccc2c(c1)OCO2)Nc1cccc(F)c1
    25	-1	-10	1	1	-4	1.1	-1	-3
Cc1[nH]n2c(=O)c3c(nc2c1-c1ccc(Cl)cc1)CCC3
    8	0	9	2	1.2	-16	0.91	-1	-5

Next section.
Sequence of screens – NLRP3 yeast inh	A3A deaminase	mIAP inh	SENP1 FRET inh	hIAP act	hIAP block	mIAP act	A3G deaminase	beta cell repl
Cn1c(=O)[nH]c(=O)c2c1nc1n2CCN1Cc1ccccc1
    -3	0	6	1	0.82	18	0.94	-4	1
Cc1cc(NC(=O)c2ccccc2)no1
    9	-2	1	1	0.89	11	0.99	-3	-2
O=S(=O)(NCC(c1cccnc1)N1CCN(c2ccccc2)CC1)c1cccs1 (stereo not given)
    4	-3	-5	-2	1	0	1	-2	-1
COc1nc(N)nc2nc[nH]c12
    16	2	2	-1	1.1	-8	0.98	-4	-5
CC1CC(OCC(O)CN2CCCCC2C)CC(C)(C)C1 (stereo not given)
    27	-2	7	0	1	-3	0.93	-8	-1
N#Cc1c[nH]n2c(=O)cc(Cc3ccccc3)nc12
    5	-3	-5	-4	0.9	10	1.1	-5	-1
CCC1CCCCN1C(=O)CSc1nc2c(c(=O)n1C)SC(C)C2 (stereo not given)
    16	-1	2	1	1	-1	0.98	-4	0
CCCCn1cc(S(=O)(=O)c2ccccc2)c(=O)c2cc(C)ccc21
    0	-4	0	-1	1	-2	1	-7	-1
CC/C(=N\NC(=O)C1CCCC1)c1cccc(Br)c1
    6	-4	9	1	1.2	-24	0.91	-6	1
Cc1ccc(S(=O)(=O)N2CCCCCC2)cc1C(=O)NCc1ccccn1
    10	-3	3	-1	1.1	-11	0.97	-10	-1
Cc1cccc(NC(=O)CNC(=O)Cn2ncc(Cl)c(Cl)c2=O)c1C
    7	49*	5	-6	0.95	5	0.95	20	-6
OCCC1CN(Cc2cccc3c2OCO3)CCN1C1CCCC1 (stereo not given)
    11	1	-7	-1	1.1	-5	1.1	-6	1

Compound activity deposited in PubChem BioAssay by Sanford-Burnham Center for Chemical Genomics.
